GPR7 antag – GPR7 receptor antagonists, primary screen, cell-based, fluorescence, single concentration; Neuropeptides B/W receptor type 1 (Homo sapiens), P48145; GPR7-expressing cells, fluorescence antagonist assay; inhibition, % at 4.4 µM; hit rate 1.1% among 290,000; in the data active means inhibition above about 16%, passing the limit was not always enough;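 further: cells stimulated with the agonist NPW; 0% = agonist with vehicle and 100% = vehicle without agonist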
Target sequence (P48145 whole entry, looked up): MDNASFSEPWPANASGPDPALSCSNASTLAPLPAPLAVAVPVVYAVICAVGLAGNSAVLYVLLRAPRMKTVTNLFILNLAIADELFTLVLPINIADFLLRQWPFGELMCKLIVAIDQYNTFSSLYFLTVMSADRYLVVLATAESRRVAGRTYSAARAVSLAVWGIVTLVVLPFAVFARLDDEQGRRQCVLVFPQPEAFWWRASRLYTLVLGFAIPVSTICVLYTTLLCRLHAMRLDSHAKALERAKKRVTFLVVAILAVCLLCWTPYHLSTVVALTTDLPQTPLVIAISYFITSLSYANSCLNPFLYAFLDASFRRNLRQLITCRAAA
V1aR counter – agonists of human V1a receptor, primary screen, counter-screen for OXTR agonist project, fluorescence, CHO-V1R cells. Fluo-8 calcium fluorescence, agonist mode; 0% DMSO, 100% 3 nM vasopressin. activation, % at 3 µM. hit rate 0.25% among 320,000;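 active means activation above the mean activation of all tested compounds plus 3 SD, per screening run, cut at about 20% in these data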;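 further: signal is peak over basal fluorescence ratio across a 100 second FLIPR read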
VIM-2 inhibitor – VIM-2 metallo-beta-lactamase inhibitors, primary screen, biochemical, epi-absorbance readout, Pseudomonas aeruginosa enzyme; purified VIM-2, nitrocefin hydrolysis, epi-absorbance fluorescence; inhibition, % at 5.6 µM; hit rate 0.89% among 290,000; AID 1527, 2009;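 active means inhibition above the mean of all tested compounds plus 3 SD, cutoff set per screening run, cut at about 7.5% in these data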;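 further: red hydrolysis product quenches plate fluorescence so inhibitors raise well fluorescence; 0% = enzyme with DMSO and 100% = DMSO without enzyme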
OXTR agonist – human OXTR agonists, primary screen, fluorescence, CHO-OTR cells, Fluo-8 calcium. Fluo-8 calcium fluorescence; normalized: DMSO 0%, oxytocin 100%. hit rate 0.32% among 320,000. AID 2435, 2010. activation, % at 3 µM;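 active means activation above the mean of all tested compounds plus 3 SD, cutoff set per screening run, cut at about 20% in these data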;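 further: peak over basal fluorescence ratio from a 100 s FLIPR kinetic read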
HCV NS3 hel inh – inhibitors of HCV NS3 helicase, primary screen, biochemical, Cy5 molecular beacon fluorescence | Hepatitis C virus NS3 helicase | AID 1800, 2009 | hit rate 0.56% among 290,000 | inhibition, % at 10.9 µM | NS3 helicase DNA unwinding;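 active means inhibition above the mean of all tested compounds plus 3 SD, set per campaign, cut at about 35% in these data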;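 further: 0% = DMSO wells and 100% = thioflavine S control wells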
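Assay system: hepatitis C virus NS3 helicase domain fragment enzyme. Also added: annealed dual-labelled DNA beacon duplex, ATP-started. Timing: 1 h reaction at 25 °C, ATP-initiated. Technique: Cy5 fluorescence at 0 and 60 min, beacon hairpin quenching. Evaluation: % inhibition of unwinding. Replication: one well per compound.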
FID counter – compounds displacing fluorescent DNA intercalator, primary screen, artefact control for HCV NS3 helicase inhibitor project, biochemical, FID fluorescence; AID 1845, 2009; hit rate 0.17% among 290,000; inhibition, % at 7.9 µM; DNA fluorescent intercalator displacement; in the data active means inhibition above about 37%;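 further: 0% = vehicle and 100% = reference compound; higher means more ethidium bromide displaced from hairpin DNA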
GalR3 antag – GalR3 antagonists in HEK293 cells, primary screen, cell-based, fluorescence readout. Galanin receptor type 3 (Homo sapiens), O60755. HEK293 GalR3-CNG cAMP membrane potential fluorescence; galR3 body fused to GalR1 C-terminus. inhibition, % at 3 µM. hit rate 0.44% among 360,000;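 active means inhibition above the screen-wide average plus 3 SD, cut at about 13% in these data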;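 further: forskolin and galanin both at EC90 stimulate the cells; cAMP rise reported by CNG channel membrane potential dye signal; 0% = forskolin plus galanin with DMSO and 100% = forskolin alone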
Target sequence (O60755 1-299 limits assumed): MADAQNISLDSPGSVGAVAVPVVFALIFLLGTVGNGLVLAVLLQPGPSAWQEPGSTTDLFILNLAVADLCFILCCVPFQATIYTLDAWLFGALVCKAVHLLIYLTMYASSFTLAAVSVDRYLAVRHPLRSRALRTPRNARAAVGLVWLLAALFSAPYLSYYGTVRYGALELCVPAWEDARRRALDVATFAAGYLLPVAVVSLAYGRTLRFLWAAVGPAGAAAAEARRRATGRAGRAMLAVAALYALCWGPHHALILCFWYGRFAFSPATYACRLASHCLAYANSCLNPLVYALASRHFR
PHOSPHO1 inh – PubChem AID 1565. Phosphoethanolamine/phosphocholine phosphatase (Homo sapiens), Q8TCT1. recombinant PHOSPHO1, absorbance phosphatase assay. inhibition, % at 13.3 µM. hit rate 1.1% among 290,000; in the data active means inhibition above about 60%
Target sequence (Q8TCT1 whole entry, looked up): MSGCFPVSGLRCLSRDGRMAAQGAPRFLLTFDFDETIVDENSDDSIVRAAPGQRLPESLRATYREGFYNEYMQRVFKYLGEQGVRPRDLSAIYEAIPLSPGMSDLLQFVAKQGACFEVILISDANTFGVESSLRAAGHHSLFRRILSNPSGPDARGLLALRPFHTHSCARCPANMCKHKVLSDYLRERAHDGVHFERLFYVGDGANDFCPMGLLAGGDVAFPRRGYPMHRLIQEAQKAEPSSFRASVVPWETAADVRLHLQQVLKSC
IMP-1 inh – IMP-1 metallo-beta-lactamase inhibitors, primary screen, biochemical, epi-absorbance readout, Pseudomonas aeruginosa enzyme; metallo-beta-lactamase IMP-1 (Pseudomonas aeruginosa); purified IMP-1, nitrocefin hydrolysis, epi-absorbance fluorescence; inhibition, % at 5.6 µM; hit rate 0.45% among 290,000;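 active means inhibition above the mean plus 3 SD of all compounds in the same screening run, cut at about 4.5% in these data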;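 further: 0% = IMP-1 with DMSO and 100% = DMSO wells lacking enzyme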
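System: purified IMP-1; amount: IMP-1 0.2 nM before substrate addition; compound: single dose, 5.6 µM; times: 25 °C, 15 min preincubation, 25 min reaction; signal: Epi-absorbance via hydrolysed-nitrocefin quenching of white-plate fluorescence, 480/530 nm, EDTA stop; benchmarks: DMSO with and without IMP-1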
* hit, by the source's call; x = no result given.

nr	Molecule	GPR7 antag	V1aR counter	VIM-2 inhibitor	OXTR agonist	HCV NS3 hel inh	FID counter	GalR3 antag	PHOSPHO1 inh	IMP-1 inh
1	O=C(CCc1ccccc1)N1C[C@H]2C[C@@H](C1)c1cccc(=O)n1C2	1	-0.3	-1.3	1.3	-14	-7	-5	29	-2.5
2	CC(C)[C@H](NC(=O)N1C[C@H]2C[C@@H](C1)c1cccc(=O)n1C2)C(=O)Nc1ccccc1F	-1	0.8	-1.1	1.4	10	-7	-5	-2	-3.4
3	O=[N+]([O-])c1cccc(CN2CC=C(c3ccc(F)cc3)CC2)c1	8	x	-2.8	x	-6	1	-4	25	-2.9
4	CC(N=Cc1c(O)n(C2CC2)c(=S)[nH]c1=O)c1ccccc1 (stereo not given)	-12	1.5	-5.3	0.6	-8	-5	11	36	-3.2
5	Cc1ccccc1NC(=O)c1cc(-c2ccccc2)n(CCCN2CCOCC2)c1C	-3	0.4	-3.1	1.2	-6	-6	2	16	-1.0
6	N#CC(CCN1CCOCC1)(c1ccccc1)c1ccccc1	8	0.3	-2.4	-0.5	-9	-13	-2	28	-1.3
7	COc1c(C)cc(C(=O)C2CCCN(Cc3cccc(O)c3)C2)cc1C (stereo not given)	-1	1.3	-0.5	1.6	-19	4	-9	34	-1.9
8	N/C(=N\N=C/c1ccc(-c2ccc(O)c(C(=O)O)c2)o1)N[N+](=O)[O-]	-10	0.5	-1.8	0.3	20	-13	-6	8	-2.8
9	CCC(C)N1C(=O)/C(=C/c2ccc3c(c2)CCN3CCCCl)C(=O)NC1=S (stereo not given)	-1	-0.4	-0.7	-0.6	22	-12	3	-21	-1.3
10	Cc1ccc2c(c1)CNc1ccccc1O2	-14	-1.7	-2.7	-1.8	-6	2	-2	-5	-2.9
11	CCOc1ccc2c(c1)c(C(C)=O)c(C)n2Cc1ccco1	0	-0.1	-1.8	-2.6	-8	-8	-4	10	-0.8
12	COc1cccc(-n2c(O)c(C=NCc3ccc4c(c3)OCO4)c(=O)[nH]c2=O)c1	5	0.3	-0.7	0.0	3	-9	-4	17	1.0
13	O=[N+]([O-])c1ccc(N2CCNCC2)cc1N1CCCCC1	3	0.2	-4.3	2.8	-1	11	-9	26	-3.8
14	CCOC(=O)c1c(-n2c(C)cc(/C=C3\C(=O)NC(=O)N(C)C3=O)c2C)sc2c1CCCC2	-4	-0.5	-3.0	-2.7	6	-36	3	-9	-3.7
15	O=c1[nH]c(=O)n(-c2ccc(Br)cc2)c(O)c1C=NCCN1CCCCC1	-2	0.6	-0.2	1.2	-6	-5	5	24	-0.2
16	CN1c2ccccc2Oc2ccccc21	-1	-0.9	-1.4	-2.1	-3	-3	-1	7	-2.9
17	CCN1CCN(C(=O)COc2ccc(S(=O)(=O)N3CCOCC3)cc2Cl)CC1	-2	0.1	-1.5	0.7	2	2	-9	23	0.8
18	CC1CCN(S(=O)(=O)c2ccc(NN=C(C#N)C#N)cc2)CC1	-5	8.5	0.0	4.9	-8	-25	x	12	2.6
19	O=c1[nH]c(=O)n(-c2ccc(F)cc2)c(O)c1C=Nc1ccccc1N1CCCC1	-3	-0.4	-0.9	1.3	-10	-3	2	21	-0.1
20	Cc1ccc(C(=O)Nc2ccc(-n3ccnc3P(=O)(O)c3ccccc3)cc2)cc1	-12	1.1	0.3	0.1	0	-47	1	-3	-4.5

Further results follow:
nr	Molecule	GPR7 antag	V1aR counter	VIM-2 inhibitor	OXTR agonist	HCV NS3 hel inh	FID counter	GalR3 antag	PHOSPHO1 inh	IMP-1 inh
21	COc1ccc(-c2nn(CCC#N)cc2C(=O)Nc2ccc(C(C)=O)cc2)cc1[N+](=O)[O-]	-1	0.3	-1.5	0.0	-2	3	4	8	-2.4
22	CCc1cc(=O)oc2cc(OCC(=O)N3C[C@H]4C[C@@H](C3)c3cccc(=O)n3C4)ccc12	1	0.1	-2.8	0.2	6	-18	-4	13	-3.7
23	Nc1c2c(nc3sc4c(c13)CCCC4)CCCCC2	4	3.2	0.3	0.7	-3	-1	-6	-10	-0.7
24	COc1ccc(C2c3c(nc(C)[nH]c3=O)Oc3c2c(=O)oc2ccccc32)cc1 (stereo not given)	-7	-1.7	-2.7	0.5	6	-7	-2	41	-4.0
25	CC1(C)CC(=O)C2=C(C1)NC(=O)C21C(C(=O)OC(C)(C)C)=C(N)Oc2ccc(Br)cc21 (stereo not given)	-11	0.5	-0.1	1.2	-4	-14	-1	-14	-3.2
26	CN(C)P(=O)(NC(=O)c1cccn1C)N(C)C	-6	0.1	-1.5	-0.5	-4	1	-9	2	-1.6
27	COC(=O)C(O)(c1ccc(NC(=S)NC(=O)c2ccccc2)cc1)C(F)(F)F (stereo not given)	0	3.2	-1.9	3.3	-2	-9	-9	14	-1.2
28	CC(C)Cc1nnc(NC(=O)CCC(=O)N2CCC3(CC2)OCCO3)s1	-6	0.5	-3.9	-0.3	-7	-22	1	8	-3.0
29	NC(N)=N/N=C/c1cn(-c2ccccc2)nc1-c1cccs1	-10	-1.1	-0.6	-0.2	-72	25	6	32	-3.3
30	O=P(NS(=O)(=O)c1ccccc1)(Oc1ccccc1)Oc1ccccc1	-3	0.6	-2.7	-0.3	8	-37	-4	12	-2.2
31	Nc1cc2nc3ccccc3nc2cc1N	-8	1.6	-1.9	0.8	3	0	-1	60*	-2.9
32	C=CCN1C(=O)NC(=O)/C(=C/c2c(CCN(C)C(=O)c3ccccc3)cc3c(c2OC)OCO3)C1=O	11	1.3	-2.0	0.7	54*	-12	-5	3	-0.5
33	CC(Oc1ccc(-c2ccccc2)cc1)C(=O)O (stereo not given)	15	1.8	-3.5	0.0	-1	4	-1	38	-2.4
34	Fc1cccc(CCNCc2ccccn2)c1	-7	1.4	-2.7	1.0	2	1	-7	14	-3.0
35	CCn1nc(-c2ccccc2)nc2c(=O)n(C)c(=O)nc1-2	-11	1.1	0.7	0.1	-3	4	x	9	-0.6
36	CSc1ccc(C(=O)C2CCCN(Cc3cnc(SC)nc3)C2)cc1 (stereo not given)	3	3.2	-4.9	-0.5	-6	0	-4	40	-4.5
37	Cc1ccc(OCC(=O)N2CCN(Cc3cccnc3)CC2)cc1	-11	0.0	-1.4	1.4	-14	0	-1	16	-0.8
38	C=CCn1c(O)c(C(C)=Nc2ccc(N(C)C)cc2)c(=O)[nH]c1=O	23	1.0	0.0	4.1	25	-7	-5	1	-2.1
39	COc1cccc(Oc2c(C)oc3cc(OC(=O)N(C)C)ccc3c2=O)c1	-21	2.4	0.9	1.8	-6	-29	-5	5	-1.8
40	COc1ccc(C(=O)N/N=C/C23CC[C@@H](O)CC2(O)CC[C@@H]2[C@@H]3CCC3(C)C(C4=CC(=O)OC4)CCC23O)cc1 (stereo not given in full)	-8	1.1	-1.6	0.5	-2	-38	34*	-25	-2.1

Further compounds follow.
nr	Molecule	GPR7 antag	V1aR counter	VIM-2 inhibitor	OXTR agonist	HCV NS3 hel inh	FID counter	GalR3 antag	PHOSPHO1 inh	IMP-1 inh
41	NP(=O)(OCCCc1ccccc1)Oc1ccc(Cl)cc1 (stereo not given)	8	1.8	-2.3	-0.2	-1	-30	-3	-41	-2.9
42	CCn1ccnc1CN1CCCC(C(=O)c2cc(F)ccc2OC)C1 (stereo not given)	-17	0.6	-0.8	0.5	3	6	-4	27	-2.3
43	CC/C(=N\NC(=O)c1ccccc1)c1c(O)n(Cc2ccccc2)c(=O)[nH]c1=O	5	1.0	-4.1	-0.6	29	-24	-1	41	-1.4
44	COc1ccc(N2C(=O)NC(=O)/C(=C\c3ccccc3[N+](=O)[O-])C2=O)cc1	-9	0.3	-3.0	0.2	9	-6	-2	17	-3.7
45	COc1ccc(OCC(=O)N2CCN(C/C=C/c3ccccc3)CC2)cc1	-7	5.6	-2.6	3.8	3	-23	-3	44	-3.7
46	Nc1cnn(-c2ccccc2)c(=O)c1Cl	-6	-0.3	-0.8	0.0	-1	-1	-8	39	-4.0
47	COc1ccc(CC(C)Nc2cccc(F)c2)cc1 (stereo not given)	-15	-1.2	-0.5	-2.1	-5	-7	-9	x	-0.3
48	O=C1NC(=O)N(c2ccccc2)C(=O)/C1=C/c1coc2ccc(O)cc2c1=O	-7	0.2	-0.1	8.2	21	-13	-4	25	2.6
49	c1ccc(Cn2ccnc2)cc1	-3	0.3	-1.6	0.1	0	-3	x	1	-2.5

Some of the entries above in a different format.
Screens in order – GPR7 antag	V1aR counter	VIM-2 inhibitor	OXTR agonist	HCV NS3 hel inh	FID counter	GalR3 antag	PHOSPHO1 inh	IMP-1 inh
[10] Cc1ccc2c(c1)CNc1ccccc1O2
  -14	-1.7	-2.7	-1.8	-6	2	-2	-5	-2.9
[38] C=CCn1c(O)c(C(C)=Nc2ccc(N(C)C)cc2)c(=O)[nH]c1=O
  23	1.0	0.0	4.1	25	-7	-5	1	-2.1
[17] CCN1CCN(C(=O)COc2ccc(S(=O)(=O)N3CCOCC3)cc2Cl)CC1
  -2	0.1	-1.5	0.7	2	2	-9	23	0.8
[8] N/C(=N\N=C/c1ccc(-c2ccc(O)c(C(=O)O)c2)o1)N[N+](=O)[O-]
  -10	0.5	-1.8	0.3	20	-13	-6	8	-2.8
[2] CC(C)[C@H](NC(=O)N1C[C@H]2C[C@@H](C1)c1cccc(=O)n1C2)C(=O)Nc1ccccc1F
  -1	0.8	-1.1	1.4	10	-7	-5	-2	-3.4
[21] COc1ccc(-c2nn(CCC#N)cc2C(=O)Nc2ccc(C(C)=O)cc2)cc1[N+](=O)[O-]
  -1	0.3	-1.5	0.0	-2	3	4	8	-2.4

Screens deposited in PubChem BioAssay by several laboratories.

Some of the compounds tested; count on the stated rates, not on these rows.
